# Screening results (PubChem BioAssay)
# CHT allo act: CHT positive allosteric modulators, primary screen, cell-based, membrane potential dye, choline EC20 | 310,000 compounds, 0.49% hits | High affinity choline transporter 1 (Homo sapiens), Q9GZV3 | CHT-expressing cells; stronger effect = higher value; LV-AA mutant CHT in HEK293 cells | B-score at 10 µM;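 active means initial fluorescence not abnormally high and integrated response B-score, plate-corrected, over 3 SD above library mean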
# Target sequence (Q9GZV3 whole entry, looked up): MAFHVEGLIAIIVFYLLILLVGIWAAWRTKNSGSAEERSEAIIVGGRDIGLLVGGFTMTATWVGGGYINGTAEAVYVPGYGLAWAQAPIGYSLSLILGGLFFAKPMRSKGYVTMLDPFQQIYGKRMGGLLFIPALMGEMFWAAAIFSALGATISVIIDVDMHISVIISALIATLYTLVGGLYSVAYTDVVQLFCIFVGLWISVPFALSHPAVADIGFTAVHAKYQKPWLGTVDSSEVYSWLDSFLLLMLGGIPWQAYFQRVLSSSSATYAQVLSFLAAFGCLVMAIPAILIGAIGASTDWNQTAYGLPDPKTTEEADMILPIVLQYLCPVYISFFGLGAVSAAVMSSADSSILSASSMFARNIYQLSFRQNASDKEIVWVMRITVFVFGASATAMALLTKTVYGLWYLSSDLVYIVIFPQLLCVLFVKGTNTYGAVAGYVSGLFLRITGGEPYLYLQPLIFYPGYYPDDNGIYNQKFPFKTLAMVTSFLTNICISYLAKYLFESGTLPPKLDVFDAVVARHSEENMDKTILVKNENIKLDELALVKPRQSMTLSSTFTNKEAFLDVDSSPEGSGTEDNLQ
# CHT block: inhibitors of human choline transporter CHT; High affinity choline transporter 1 (Homo sapiens), Q9GZV3; CHT-expressing cells, membrane potential dye, choline response; stronger effect = lower value; B-score at 10 µM; 310,000 compounds, 0.86% hits; AID 488975, 2010;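 active means B-score over 3 SD under the library average, and starting fluorescence ratio not unusually high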;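 further: choline stimulus applied at its EC90 after an EC20 pre-addition; B-score computed on integrated fluorescence ratio after choline addition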
# Starred values were filed as active, the others as inactive; i = inactive.
# Values run as follows: CHT block	CHT allo act
- CCN(CC)c1ccc(-c2nn3c(-c4n[nH]c5c4CCC5)nnc3s2)cc1
 : i	i
- CCOCCCNC(=S)Nc1ccc2nc(N3CCN(CC)CC3)cc(C)c2c1
 : i	i
- Cc1cc(C)nc(SCc2cccc(C(=O)O)c2)n1
 : i	i
- Cn1c(N2CCOCC2)cc(=O)n(C)c1=O
 : i	i
- COc1ccccc1C(=O)OCC(=O)NC(=O)NCc1ccccc1
 : i	i
- CC(Oc1ccccc1)C(=O)N1CCC2(CC1)Oc1ccc(Cl)cc1C(=O)C21CC(c2ccccc2)=NO1 (stereo not given)
 : i	i
- Cc1noc(C)c1COc1ccccc1C(=O)NNC(=O)C(C)Oc1ccccc1F (stereo not given)
 : i	i
- CCOc1ccc(NC(=O)CN(C)C(=O)c2cc(S(=O)(=O)N(C)C)ccc2N2CCCC2)cc1OCC
 : i	i
- Cc1c(Cl)c([N+](=O)[O-])nn1CCCC(=O)Nc1cc(Oc2ccccc2)cc([N+](=O)[O-])c1
 : i	i
- CC(C)C(c1nnnn1Cc1cccs1)N1CCN(C2CCCC2)CC1 (stereo not given)
 : i	i
- CCC(=O)c1ccc2c(c1)N(CCCN(C)C)c1ccccc1S2
 : i	9.09*
- O=C(COC(=O)C1=Cc2ccccc2OC1)NCc1ccco1
 : i	i
- O=C(CNC(=O)C12CC3CC(CC(C3)C1)C2)N1CCN(S(=O)(=O)/C=C/c2ccccc2)CC1
 : i	i
- COC(=O)c1cc(C(=O)OC)cc(-n2c(C)cc(C=O)c2C)c1
 : i	i
- CC(=O)Oc1ccc(/C=c2\sc3ncnn3c2=O)cc1
 : i	i
- Cc1cccc(C(=O)NC(C(=O)Nc2nc(-c3ccccn3)cs2)C(C)C)c1 (stereo not given)
 : i	i
- CCC(C)N=C1Sc2nc3ccc(C)cc3cc2CN1CCOC (stereo not given)
 : i	i
- CCOC(=O)NC(NCc1ccccc1Cl)(C(F)(F)F)C(F)(F)F
 : i	i
- CCC1=NN(C(=O)Cc2ccccc2)C(O)(c2ccncc2)C1 (stereo not given)
 : i	i
- O=C(CN1CCN(C2CCCCC2)CC1)Nc1cccc2ccccc12
 : i	i
- Cc1ccc(C)c(S(=O)(=O)Nc2ccc3scnc3c2)c1
 : i	i
- CN(C)c1ccc(CN(C)C2CCCCC2)cc1
 : i	i
- CCOC(=O)c1sc(NC(=O)C2CC2)nc1C
 : i	i
- CCOCCCNC(=O)CN1C(=O)c2ccccc2Sc2ncccc21
 : i	i
- COc1cc2c(cc1OC)CN(C(=O)COc1ccc(C#N)cc1)CC2
 : i	i
- COc1ccc(C(NC(=O)N2CC(C)OC(C)C2)C(Cl)(Cl)Cl)cc1F (stereo not given)
 : i	i
- C=CCNc1nc(-c2cccs2)c(CC(=O)O)s1
 : i	i
- O=C1CCCC2=C1C(c1ccc(O)c(O)c1)Nc1ccc3ccccc3c12 (stereo not given)
 : i	i
- Cc1cc(C)cc(N2C(=O)C3CCCN3C2=S)c1 (stereo not given)
 : i	i
- O=C(NNC(=O)c1cc2ccccc2oc1=O)c1ccccc1[N+](=O)[O-]
 : i	i
- C/C=C/c1ccc(OCCCCOc2c(OC)cccc2OC)c(OC)c1
 : i	i
- CN(CCNC(=O)C1CCN(S(=O)(=O)c2cnc[nH]2)CC1)Cc1ccccc1
 : i	i
- Cc1ccccc1NS(=O)(=O)c1cccc2nsnc12
 : i	i
- N#Cc1cc2cc3c(cc2nc1SCC(=O)N1CCOCC1)OCCO3
 : i	i
- CC(Sc1ccccc1)C(=O)NCC1COc2ccccc2O1 (stereo not given)
 : i	i
- O=c1cc(-c2ccncc2)oc2ccccc12
 : i	i
- CCS(=O)(=O)N1CCC(C(=O)NCc2ccc3c(c2)OCO3)CC1
 : i	i
- Cc1cc(C)nc(NC(=NCCc2c[nH]c3ccccc23)NC(=O)Nc2cccc([N+](=O)[O-])c2)n1
 : i	i
- Cc1ccc(NC(=O)NCC(c2ccccc2)N(C)C)cc1 (stereo not given)
 : i	i
- COc1cc(SC)ccc1C(=O)N(Cc1ccccc1)c1ccccc1
 : i	i
- COc1ccc2nc(C)cc(Nc3ccc(C)cc3)c2c1
 : i	i
- Cc1cccc(-c2nnc(SCC(=O)Nc3ncccn3)n2C)c1
 : i	i
- CCOC(=O)C(NC(=O)c1ccccc1Cl)(Nc1ccc(C(F)(F)F)cc1)C(F)(F)F (stereo not given)
 : i	i
- CC1CC(C)CN(S(=O)(=O)c2ccc(NN)nc2)C1 (stereo not given)
 : i	i
- CCOC(=O)N1CCC2(CC1)C(C(=O)C13CC4CC(CC(C4)C1)C3)C2(C#N)C#N (stereo not given)
 : i	i

# Structures above containing an aryl methoxy group, in the order listed:
# Values run as follows: CHT block	CHT allo act
- COc1ccccc1C(=O)OCC(=O)NC(=O)NCc1ccccc1
 : i	i
- COc1cc2c(cc1OC)CN(C(=O)COc1ccc(C#N)cc1)CC2
 : i	i
- COc1ccc(C(NC(=O)N2CC(C)OC(C)C2)C(Cl)(Cl)Cl)cc1F (stereo not given)
 : i	i
- C/C=C/c1ccc(OCCCCOc2c(OC)cccc2OC)c(OC)c1
 : i	i
- COc1cc(SC)ccc1C(=O)N(Cc1ccccc1)c1ccccc1
 : i	i
- COc1ccc2nc(C)cc(Nc3ccc(C)cc3)c2c1
 : i	i

# (cont.)
# Values run as follows: CHT block	CHT allo act
- COc1cc(CNCCCN2CCOCC2)cc(Br)c1OCc1ccc(Cl)cc1
 : i	i
- O=c1c2ccccc2ncn1Cc1ccc(Cl)c(Cl)c1
 : i	i
- CCC(=O)N1CC(C)C(=O)Nc2ccccc21 (stereo not given)
 : i	i
- C=CCn1c(=O)c2ccc(C(=O)NCc3ccccc3)cc2n(Cc2ccc(Cl)cc2)c1=O
 : i	i
- CC(=O)c1sc(NC(=O)C(C)Oc2ccc3c(C)cc(=O)oc3c2)nc1C (stereo not given)
 : i	i
- C1CCC(Nc2nnnn2C2CCCCC2)CC1
 : i	i
- Cc1ccc(-c2nc3ccccc3n2C)o1
 : i	i
- COCCCNC(=O)CSc1nc2ccccc2c(=O)n1Cc1ccc2c(c1)OCO2
 : i	i
- COc1ccc(/C=C2\SC(=O)N(CCNC(=O)C3CSC4(C)CCC(=O)N34)C2=O)cc1 (stereo not given)
 : i	i
- Cc1nn(C(C)C)c(C)c1CN1CCCC(CCC(=O)NCc2ccccc2F)C1 (stereo not given)
 : i	i
- Cc1ccc(S(=O)(=O)N(C)c2ccc(OCC(=O)Nc3nc4ccccc4s3)cc2)cc1
 : i	i
- c1ccc(C(c2ccccc2)N2CCN(c3ccc4ccccc4n3)CC2)cc1
 : i	i
- O=C(Cc1ccccc1)NNC(=O)Cc1ccccc1
 : i	i
- CCC(C)NC(=O)CS(=O)Cc1nc(-c2cccc(C)c2)oc1C (stereo not given)
 : i	i
- CCOP(=O)(OCC)/C(C#N)=C/c1cc(OC)ccc1OC
 : i	i
- CC(OC(=O)CCCN=C1NS(=O)(=O)c2ccccc21)C(=O)N(C)c1ccccc1 (stereo not given)
 : i	i
- NC(=O)C1CCN(C(=O)/C=C/c2ccco2)CC1
 : i	i
- CCOC(=O)COc1ccc(C(c2c(C)[nH][nH]c2=O)c2c(C)[nH][nH]c2=O)cc1
 : i	i
- c1ccc(Nc2nn[nH]n2)cc1
 : i	i
- CC(C)N(C(C)C)S(=O)(=O)c1ccc(NC(=O)c2cnccn2)cc1
 : i	i
- Cc1ccc(S(=O)(=O)N(CC(O)CN2CCCC2)c2ccccc2)cc1 (stereo not given)
 : i	i
- Cc1cc(N)n(Cc2ccc(Cl)cc2)n1
 : i	i
- Cc1ccc(N2C(=O)C(Cl)=C(N3CCCCCC3)C2=O)cc1
 : i	i
- COc1cccc(N=Nc2c(=O)[nH]n3c(=O)cc(C)[nH]c23)c1
 : i	i
- CCOC(=O)N1CCC(NC(=O)C2CCCN(C(=O)N3CCOc4ccccc43)C2)CC1 (stereo not given)
 : i	i
- CCOc1ccc(CC2c3cc(OCC)c(OCC)cc3CCN2C(=O)c2cc(OC)c(OC)c(OC)c2)cc1OCC (stereo not given)
 : i	i
- COc1cc(C(=O)Nc2ccc3c(c2)OCCO3)ccc1-n1cnnn1
 : i	i
- Cc1cccc(N(CC(=O)N2CCCCCC2)S(C)(=O)=O)c1C
 : i	i
- CCN(CC)CCCNC(=O)c1cc2c(-c3ccc(Cl)cc3)nn(C)c2s1
 : i	i
- CC1=C(C(=O)OCc2ccccc2)C(/C=C/c2ccccc2)NC(=S)N1 (stereo not given)
 : i	i
- Cc1c(Cl)ccc2c1NC(=O)[C@]21N[C@@H](CCC(N)=O)[C@H]2C(=O)N(c3ccc(F)cc3)C(=O)[C@H]21
 : i	i
- CCOc1ccc(C(Nc2ccc(C)cc2)P2(=O)OCCC(C)O2)cc1 (stereo not given)
 : i	i
- O=C(CCNC(=O)c1ccccc1Cl)NN1C(=O)NC2(CCCCC2)C1=O
 : i	i
- O=C(Cc1ccccc1)NCCCc1ccccc1
 : i	i
- COc1ccccc1-c1nnc(NC(=O)Cc2ccccc2)o1
 : i	i
- O=S(=O)(c1ccc(Cl)cc1)N1CCN(C(=S)Nc2ccc(F)c(Cl)c2)CC1
 : i	i
- COc1cccc(C2=CC(c3ccc(OC)c(OC)c3)NC(=S)N2)c1 (stereo not given)
 : i	i
- CC1(CCc2ccccc2)NC(=S)N(c2ccc(Cl)cc2)N1 (stereo not given)
 : i	i
- CCCCN(CC)CCNC(=O)CCC(=O)Nc1ccc2nc(N3CCN(C)CC3)cc(C)c2c1
 : i	i
- O=C1N(c2ccc(Cl)cc2)C(c2ccc(Cl)cc2)N2CCCN12 (stereo not given)
 : i	i
- CCc1ccc(NC(=O)CSc2nc3ccccc3c(=O)n2CCCN2CCC(C)CC2)cc1
 : i	i
- COCCCNC(=O)c1ccc(CSCc2ccc(C)cc2)o1
 : i	i
- Cc1cccc(NC(=S)N2CCN(Cc3ccccc3)CC2)c1C
 : i	i
- CC1SC(c2ccc(F)cc2)NC1=O (stereo not given)
 : i	i
- Cc1cc(CNC(=O)CC2C(=O)NCCN2Cc2ccccc2C(F)(F)F)nn1C (stereo not given)
 : i	i
- COc1ccc(S(=O)(=O)N/N=c2\oc3c(OC)cccc3cc2S(=O)(=O)c2ccc(C)cc2)cc1OC
 : i	i
- CC(OC(=O)/C=C/c1ccccc1)C(=O)N1CCc2ccccc21 (stereo not given)
 : i	i
- OCC1(CCc2ccccc2)CCN(Cc2c(F)ccc(F)c2F)CC1
 : i	i
- Cc1ccc(C(=O)Nc2ccc(C(=O)O)cc2NC(=O)c2ccc(C)cc2)cc1
 : i	i
- CCC(Oc1ccccc1OC)C(=O)Nc1ccc2c(c1)n(C)c(=O)n2C (stereo not given)
 : i	i
- Cc1ccc(NC(=O)N/C=C/c2ccc(Cl)cc2)cc1
 : i	i
- O=C(CSc1nnc(NC(=O)c2ccccc2Cl)s1)Nc1ccc2c(c1)oc1ccccc12
 : i	i
- CSc1nnc(NC(=O)c2nc(S(=O)(=O)Cc3ccc(C)cc3)ncc2Cl)s1
 : i	i
- CCN1C(=O)CSc2ccc(C(=O)NCCCN3CCOCC3)cc21
 : i	i
- Cc1ccc(N(Cc2ccccc2)C(=O)c2cccc(S(=O)(=O)N3CCOCC3)c2)cc1
 : i	i
- Cc1ccc(Cn2nnc3c(=O)[nH]c(C4CCCN(S(=O)(=O)c5ccccc5)C4)nc32)cc1 (stereo not given)
 : i	i
- CNC(=O)COC(=O)CCC(=O)c1ccc(Cl)cc1
 : i	i
- N#CCCN(C(=O)c1ccc2c(=O)n3c(nc2c1)CCCCC3)c1ccccc1
 : i	i
- COc1c(C)cc(Br)cc1C(=O)Nc1ccc(C)cc1[N+](=O)[O-]
 : i	i
- CCn1cc(CN2CCC(n3nccc3NC(=O)c3cccc(F)c3)CC2)c(C)n1
 : i	i

# One compound at a time, as listed above.
# Profile of CCN1C(=O)CSc2ccc(C(=O)NCCCN3CCOCC3)cc21 = CHT block = i; CHT allo act = i
# Profile of O=C(CSc1nnc(NC(=O)c2ccccc2Cl)s1)Nc1ccc2c(c1)oc1ccccc12 = CHT block = i; CHT allo act = i

# Further results follow:
# Values run as follows: CHT block	CHT allo act
- COc1ccc(CN2C(=O)c3cccnc3C2=O)cc1S(=O)(=O)NC1CCCCC1
 : i	i
- CCOC(=O)C1CCN(C(=O)c2ccccc2NS(=O)(=O)c2cc(C)ccc2C)CC1
 : i	i
- O=C(CCN1C(=O)c2ccccc2C1=O)N1CCN(Cc2ccccc2)CC1
 : i	i
- COc1ccc(CN2C(=O)c3cccnc3C2=O)cc1S(=O)(=O)N1CCCC(C)C1 (stereo not given)
 : i	i
- Cc1cc(C)c(-c2csc(NC(=O)C3=NN(c4ccccc4)C(=O)CC3)n2)c(C)c1
 : i	i
- O=C(/C=C/c1ccco1)NC(=S)Nc1cccc(-c2nc3ccccc3s2)c1
 : i	i
- COc1cccc(-n2c(Cc3cc(=O)[nH]c(=O)[nH]3)nnc2SCC(=O)Nc2ccccc2)c1
 : i	i
- CCOC(=O)N1CCN(C(=O)c2ccc(CS(=O)Cc3ccccc3Cl)o2)CC1 (stereo not given)
 : i	i
- CCOC(=O)CN(C(=O)CNC(=O)c1ccco1)C(C(=O)NC1CCCCC1)c1cccc(OC)c1 (stereo not given)
 : i	i
- COc1cc2ccccc2cc1C(=O)OCC(=O)N(CC(C)C)c1c(N)n(Cc2ccccc2)c(=O)[nH]c1=O
 : i	i
- CC(C)(C)c1ccc(C2/C(=C(\O)c3ccc4c(c3)OCCO4)C(=O)C(=O)N2CCCN2CCOCC2)cc1 (stereo not given)
 : i	i
- OCCC1CN(Cc2ccc(Oc3ncccn3)cc2)CCN1CCc1ccccc1 (stereo not given)
 : i	i
- COc1ccc(OC)c(Nc2nc(NCc3ccco3)c3ccccc3n2)c1
 : i	i
- CCOC(=O)CCCNC(=O)CSc1nc2ccc(OCC)cc2[nH]1
 : i	i
- Cc1ccc(NC(=O)CN2CCCCCC2)cc1Br
 : i	i
- CC(C)NC(=O)CN1CCC(c2ccccc2)C(O)C1 (stereo not given)
 : i	i
